Bioassay records as filed in PubChem BioAssay.
T cell HTS – modulators of CD8 T cell-vesicle binding, primary screen, mouse 2C CD8+ T cells, flow cytometry | 2C CD8+ T cell-vesicle binding; hits give low values | calls only at 7 µM | 330,000 tested, 0.068% active | AID 2052, 2009;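 active means response, share of CD8 T cells binding vesicles, and their 90th percentile fluorescence all below set limits, cut at about 80% in these data, passing the limit was not always enough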
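Also added: QL9-peptide-loaded Drosophila micro-vesicles bearing Ld, ICAM-1 and B7-1; Test system: purified 2C TCR transgenic mouse naive CD8+ T cells; Measured by: cytometric PE anti-B7-1 and Alexa647 anti-CD8 signals after 1% paraformaldehyde fixation; Timing: binding step 1.5 h, 37 °C, antibody labelling 20 min, ice.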
Hep lipid drop – inhibitors of hepatocyte lipid droplet formation, primary screen, imaging, high-throughput imaging, BODIPY stain; AML12 mouse hepatocytes, oleate lipid droplets; inhibition, % at 6.5 µM; 240,000 tested, 0.4% active; AID 1656, 2009;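 active means lipid droplet intensity inhibited by at least 50%, with more than 500 cells counted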
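Material – mouse AML12 hepatocyte cell line, fixed after treatment · Compound dosing – one dose, 6.5 µM compound · Times – compound with oleate, overnight · Measured by – Image-based BODIPY and DAPI two-channel analysis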
PhoP inhibition – inhibitors of PhoP regulon expression, primary screen, Salmonella Typhimurium, GFP reporter (AID 1863); S. Typhimurium PhoP-regulated promoter GFP reporter, 4 h; higher % means a stronger effect; inhibition, % at 50 µM, or IC50 in µM where a hit was titrated; 300,000 tested, 0.16% active;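 active means inhibition over 29.93%, a cutoff 3 SD above the screen mean, later confirmed by dose response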;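 further: 0% = low Mg2+ inducing control and 100% = high Mg2+ repressing control; strong numbers were not always called active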
Hep lipid drop cells 6.5 µM – also measured in Hep lipid drop; calls as there; cell count; measured here: cell count, cytotoxicity flag;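 cells counted across two imaged fields per well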
T cell HTS vesicle-bound % – also measured in T cell HTS; calls as there; double positive events, %; measured here: CD8+ vesicle-bound cell fraction;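 binding gate set so that unloaded-vesicle control wells show 10% double positive cells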
Active calls of the source: *; i = inactive. Not all compounds are listed; count on the stated rates, not on these rows.

The line under a structure holds: T cell HTS	T cell HTS vesicle-bound %	Hep lipid drop	Hep lipid drop cells 6.5 µM	PhoP inhibition
CN(CC(=O)Nc1ccc(F)cc1)C(=O)COC(=O)CCN1C(=O)C2CC=CCC2C1=O (stereo not drawn)
→ i	7	18	798	-4%
O=C(Nc1scc(-c2ccccc2)c1C(=O)O)c1ccccc1F
→ i	51	6	779	-5%
CC(=O)N1c2ccc(S(=O)(=O)N3CCC(C(=O)N4CCCC(C)C4)CC3)cc2CC1C (stereo not drawn)
→ i	13	-5	714	0%
O=C(N/N=C/c1cc2c(cc1Cl)OCO2)c1cc(-c2ccccc2)n[nH]1
→ i	32	-11	715	0%
COc1ccc(CCNC(=O)C2CCCN(S(=O)(=O)N3CCCCCC3)C2)cc1OC (stereo not drawn)
→ i	9	-32	725	1%
COC(=O)[C@H]1Cc2c([nH]c3ccccc23)[C@H](c2ccccc2)N1
→ i	15	-5	793	-1%
CC(C)=CCN1CCN(Cc2cn(C(C)C)c3ccccc23)CC1CCO (stereo not drawn)
→ i	57	1	774	4%
COc1cc(CC(=O)N(C)CC(=O)Nc2cc(C)ccc2C)cc(OC)c1OC
→ i	34	-1	778	4%
COc1ccc(NC(=O)c2cc(S(=O)(=O)N3CCCCC3)ccc2OC)cc1
→ i	19	-1	731	-10%
CS(=O)(=O)c1ccc(NC(=O)c2cccc(S(=O)(=O)N3CCN(Cc4ccccc4)CC3)c2)cc1
→ i	17	-6	707	0%

(continued)
The line under a structure holds: T cell HTS	T cell HTS vesicle-bound %	Hep lipid drop	Hep lipid drop cells 6.5 µM	PhoP inhibition
COc1ccccc1CN(CC(=O)NCc1ccc(F)cc1)C(=O)c1csnn1
→ i	38	-15	739	4%
Cc1cc(OC(=O)c2cccc(F)c2)c([N+](=O)[O-])c(=O)[nH]1
→ i	9	22	644	-3%
Cc1cc(Cl)ccc1OC(C)C(=O)NC(C)C1CCCO1 (stereo not drawn)
→ i	37	-18	661	-5%
CCc1ccccc1N(CC(=O)NCCc1ccccc1)C(=O)CCC(=O)Nc1ccccn1
→ i	50	-8	828	4%
O=C(Nc1cccc(Br)c1)c1cc(=O)c2ccccc2o1
→ i	20	14	721	10%
COCc1nnc(NC(=O)C2CC(=O)N(C3CCCCC3)C2)s1 (stereo not drawn)
→ i	19	-1	748	-1%
COc1ccc(N2CCN(C(=O)c3cc4c(C)nc5ccccc5c4o3)CC2)cc1
→ i	48	-4	733	-3%
COC(=O)c1ccc(C(=O)N2CCCC(Nc3ccc(F)c(F)c3)C2)cc1 (stereo not drawn)
→ i	13	-19	807	-2%
CC(C)C1Nc2ccc(C(=O)NCc3ccco3)cc2NC1=O (stereo not drawn)
→ i	18	16	793	-3%
O=C(O)c1cccc(S(=O)(=O)Nc2cccc3ccccc23)c1
→ i	22	-10	836	5%

Remaining list, next part
The line under a structure holds: T cell HTS	T cell HTS vesicle-bound %	Hep lipid drop	Hep lipid drop cells 6.5 µM	PhoP inhibition
CCCCNC(=O)Nc1ccc2c(c1)N(C)C(=O)c1ccccc1S2
→ i	10	-25	852	4%
CCCn1c2ccccc2c2nnc(SCCN3CCOCC3)nc21
→ i	50	-1	826	3%
O=C(O)C1C2C=CC(C2)C1C(=O)NCc1cccc(Cl)c1 (stereo not drawn)
→ i	60	-6	760	-6%
CCOC(=O)C1(Cc2cccc(Cl)c2)CCCN(C(=O)c2occc2C)C1 (stereo not drawn)
→ i	56	-16	658	-8%
CC1CCC(NC(=O)CCCCn2c(=O)[nH]c3ccsc3c2=O)CC1 (stereo not drawn)
→ i	52	6	826	4%
COc1ccc(-n2c(C)cc(/C=C3\C(=N)N4N=C(CC(=O)N5CCOCC5)SC4=NC3=O)c2C)c(OC)c1
→ i	12	-26	714	-7%
COc1ccc(-c2cnn3cc(-c4cccc(Cl)c4)cnc23)cc1
→ i	59	-1	810	7%
O=C(CCc1nc(-c2ccccc2Cl)no1)NC1CCCCC1
→ i	24	-16	791	0%
COC(=O)c1c(NC(C)=O)sc(C(=O)N2CCOCC2)c1C
→ i	36	-1	769	1%
COc1ccc(S(=O)(=O)N2CCN(Cc3cc(OC)c(OC)c(OC)c3)CC2)cc1
→ i	33	6	858	-4%

The listing continues:
The line under a structure holds: T cell HTS	T cell HTS vesicle-bound %	Hep lipid drop	Hep lipid drop cells 6.5 µM	PhoP inhibition
O=C(COc1ccc2cc(Br)ccc2c1Br)N1CCOCC1
→ i	12	9	724	-2%
CCCCOc1ccc(C2C(C(=O)c3cccs3)=C(O)C(=O)N2CCN2CCOCC2)cc1 (stereo not drawn)
→ i	54	-10	778	-8%
O=C(Nc1nnc(-c2ccc(F)cc2)s1)c1ccco1
→ i	17	13	813	4%
O=C(CCCCCBr)N1CCC(CC2CC(c3ccc(Cl)cc3)=NO2)(C(=O)NCC2CCCCC2)CC1 (stereo not drawn)
→ i	8	0	753	-2%
COc1ccc(N2CCN(C3CCCN(Cc4cccc(OC)c4)C3)CC2)cc1 (stereo not drawn)
→ i	64	-11	834	-3%
CCN(CC)S(=O)(=O)c1cc(C(=O)Nc2cc(C)on2)c(Cl)cc1Cl
→ i	59	9	787	-8%
CC(=O)N1CCOc2ccc(S(=O)(=O)Nc3ccc(C)cn3)cc21
→ i	8	-1	788	-14%
CC1CCCN(CCCNC(=O)c2ccc(NC(=O)C3=CSCCO3)cc2)C1 (stereo not drawn)
→ i	28	8	656	-2%
COc1ccc(C)cc1S(=O)(=O)N1CCN(C(=O)c2ncoc2-c2ccc(C)cc2)CC1
→ i	16	2	746	-2%
COc1ccccc1N1CCN(c2nccc(C)n2)CC1
→ i	55	12	843	-6%

Additional results.
The line under a structure holds: T cell HTS	T cell HTS vesicle-bound %	Hep lipid drop	Hep lipid drop cells 6.5 µM	PhoP inhibition
Cc1ccc(-n2c(CCc3ccccc3)n[nH]c2=S)cc1C
→ i	50	1	830	-1%
COc1cc2cc(-c3ccc(O)cc3O)nc(C)c2cc1OC
→ i	42	0	807	3%
Cc1cc(=O)n2nc(N3CCCC(C(=O)NCCCN4CC(C)CC(C)C4)C3)sc2n1 (stereo not drawn)
→ i	12	-1	691	-9%
NC(Cc1ccccc1)C(=O)N1CCCCC1 (stereo not drawn)
→ i	63	7	833	2%
O=C(Nc1ccccn1)C1CCCN(c2ncnc3c2nc2n3CCCCC2)C1 (stereo not drawn)
→ i	9	-72	492	0%
O=[N+]([O-])c1ccc(N=Nc2c(O)[nH]c3ccc(F)cc23)cc1
→ i	47	28	869	8%
O=C(Cn1cnc2c(nnn2Cc2ccccc2)c1=O)Nc1ccc2c(c1)OCCO2
→ i	44	-6	787	-13%
Cn1nnc(NC(=S)NC(=O)c2cccc3ccccc23)n1
→ i	43	-2	652	-11%
Cc1noc(C)c1C(=O)NCCc1ccc(S(N)(=O)=O)cc1
→ i	64	-3	730	-2%
Cc1ccc(-c2csc(NC(=O)c3ccccc3F)c2C(=O)O)cc1
→ i	9	23	811	-3%

Sorted by value in PhoP inhibition (falling): four from the list above
Compound	T cell HTS	T cell HTS vesicle-bound %	PhoP inhibition
COc1ccc(CCNC(=O)C2CCCN(S(=O)(=O)N3CCCCCC3)C2)cc1OC (stereo not drawn)	i	9	1%
CC1CCCN(CCCNC(=O)c2ccc(NC(=O)C3=CSCCO3)cc2)C1 (stereo not drawn)	i	28	-2%
COc1ccc(N2CCN(C(=O)c3cc4c(C)nc5ccccc5c4o3)CC2)cc1	i	48	-3%
COc1ccc(-n2c(C)cc(/C=C3\C(=N)N4N=C(CC(=O)N5CCOCC5)SC4=NC3=O)c2C)c(OC)c1	i	12	-7%

Further structures follow.
The line under a structure holds: T cell HTS	T cell HTS vesicle-bound %	Hep lipid drop	Hep lipid drop cells 6.5 µM	PhoP inhibition
CCOC(=O)C1(CCOC)CCN(C(=O)Cc2ccc3ccccc3c2)CC1
→ i	63	-15	752	3%
CC/C(=N\NC(=O)c1cc(C2CC2)[nH]n1)c1ccccc1
→ i	13	-5	761	3%
N#Cc1ccc(/C=C2\CCn3c2nc2cc(C(=O)O)ccc2c3=O)cc1
→ i	22	-6	796	4%
O=C(CBr)Nc1c2c(nn1-c1ccccc1)CSC2
→ i	34	-15	723	8%
NC(=O)C1CCN(C(=O)c2ccccc2SCC(=O)NCC2CCCCC2)CC1
→ i	6	10	855	-2%
COc1ccc(N2CCN(c3ccc(S(=O)(=O)N(C(C)C)C(C)C)cn3)CC2)cc1
→ i	21	-38	795	10%
COc1ccc(CN(C(=O)c2snc(C(N)=O)c2N)C(C(=O)NC2CCCC2)c2ccc(OC)c(OC)c2)cc1 (stereo not drawn)
→ i	25	-12	780	-2%
CCOC(=O)c1cc(-c2ccccc2)nc2nc(N(CC)CC)sc12
→ i	13	-38	812	1%
COc1ccc(Cc2nc3ccc(C(=O)N(C)C(C)c4nccs4)cc3o2)cc1 (stereo not drawn)
→ i	34	-2	660	2%
COc1cccc(CN2CC(C(=O)NC3CCC(O)CC3)CCC2=O)c1 (stereo not drawn)
→ i	9	0	811	-1%

Quoted from the listing:
COc1ccc(CN(C(=O)c2snc(C(N)=O)c2N)C(C(=O)NC2CCCC2)c2ccc(OC)c(OC)c2)cc1 (stereo not drawn) @ Hep lipid drop cells 6.5 µM: 780
COc1ccc(Cc2nc3ccc(C(=O)N(C)C(C)c4nccs4)cc3o2)cc1 (stereo not drawn) @ PhoP inhibition: 2%

Continued.
The line under a structure holds: T cell HTS	T cell HTS vesicle-bound %	Hep lipid drop	Hep lipid drop cells 6.5 µM	PhoP inhibition
CCN1CCN(C(=O)CS(=O)Cc2nc(-c3cccc(C)c3)oc2C)CC1 (stereo not drawn)
→ i	10	36	739	-7%
Cc1ccccc1C(=O)Nc1ccnn1C1CCN(C(=O)c2cnsn2)CC1
→ i	8	-1	782	-12%
Cc1cc(NC(=O)Cn2nc(C(=O)O)c3ccccc3c2=O)ccc1Br
→ i	49	16	833	6%
COc1ccccc1NC(=O)CN1C(=O)COc2ccc(C)cc21
→ i	50	8	833	7%
COc1cccc(COCC(O)CN2CCC(C(N)=O)CC2)c1 (stereo not drawn)
→ i	24	-8	717	9%
Cc1cccc(N(C(=O)c2csnn2)C(C(=O)NC2CCCC2)c2ccncc2)c1 (stereo not drawn)
→ i	16	1	838	-3%
Cc1ccc(S(=O)(=O)NC(CC(C)C)C(=O)N2CC(C)OC(C)C2)cc1 (stereo not drawn)
→ i	59	-14	700	-2%
COc1cccc(NC(=O)c2ccccc2N2C(=O)C3C4C=CC(C4)C3C2=O)c1 (stereo not drawn)
→ i	9	3	828	2%
CCC(C)N(C(=O)COC(=O)CNC(=O)c1sc2ccccc2c1Cl)C1CCS(=O)(=O)C1 (stereo not drawn)
→ i	58	1	835	-2%
Cc1ccc(S(=O)(=O)Nc2ccc(C(=O)NCc3ccccn3)cc2)cc1
→ i	15	1	806	-8%
O=C(CN(C(=O)CNC(=O)c1cccs1)c1cccc(F)c1)NC1CCCC1
→ i	22	0	781	-5%
CCCc1ccc2oc(C(=O)N3CCC(N4CCCC(O)C4)CC3)c(C)c2c1 (stereo not drawn)
→ i	19	-58	704	-1%

Molecules from the list above that have an aryl thioether with sulfur outside any ring, in the order listed:
The line under a structure holds: T cell HTS	T cell HTS vesicle-bound %	Hep lipid drop	Hep lipid drop cells 6.5 µM	PhoP inhibition
CCCn1c2ccccc2c2nnc(SCCN3CCOCC3)nc21
→ i	50	-1	826	3%
NC(=O)C1CCN(C(=O)c2ccccc2SCC(=O)NCC2CCCCC2)CC1
→ i	6	10	855	-2%

Full records, quoted from the list:
`CCCc1ccc2oc(C(=O)N3CCC(N4CCCC(O)C4)CC3)c(C)c2c1` (stereo not drawn) is listed as T cell HTS = i; T cell HTS vesicle-bound % = 19; Hep lipid drop = -58; Hep lipid drop cells 6.5 µM = 704; PhoP inhibition = -1%
`COc1cccc(NC(=O)c2ccccc2N2C(=O)C3C4C=CC(C4)C3C2=O)c1` (stereo not drawn) is listed as T cell HTS = i; T cell HTS vesicle-bound % = 9; Hep lipid drop = 3; Hep lipid drop cells 6.5 µM = 828; PhoP inhibition = 2%
`COc1cccc(COCC(O)CN2CCC(C(N)=O)CC2)c1` (stereo not drawn) is listed as T cell HTS = i; T cell HTS vesicle-bound % = 24; Hep lipid drop = -8; Hep lipid drop cells 6.5 µM = 717; PhoP inhibition = 9%
